Screening results from PubChem.
KCNQ1 inh = human KCNQ1 channel inhibition | CHO-K1 KCNQ1, FluxOR thallium flux fluorescence; hits give high values | B-score at 10 µM | 1.3% of 310,000 active | AID 2642;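 active = compounds whose thallium flux B-score, printed positive for inhibition, exceeds three library SD while starting fluorescence stays within three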;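 note: channel opened by potassium depolarization with thallium stimulus after 20 min compound exposure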
KCNK9 inh = blocks the human KCNK9 two-pore domain potassium channel; Q9NPC2; HEK293 KCNK9, FluxOR thallium flux fluorescence; hits give low values; B-score at 10 µM; 1.2% of 310,000 active; AID 488922;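 active = ratio B-score over 3 SD below the library mean, with starting fluorescence within 5 SD of its mean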;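 note: negative B-score means less thallium flux so channel inhibition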
Platelet DG rel = modulates dense granule release in human platelets. inhibition, %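 (compounds screened at 7.5 µM in platelet-rich plasma)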. human platelet-rich plasma, SFLLRN dense granule ATP release, luminescence. 0.22% of 300,000 active. AID 1663;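 active = mean replicate score, as percent of positive control, at or above 50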
PolyA inhibitor = inhibitors of polyadenylation in S. cerevisiae | S. cerevisiae SKY197-pL101 polyadenylation reporter, beta-gal luminescence; efflux-impaired pdr1/pdr3 knockout yeast; score 100 = 6 SD above DMSO | calls only at 12 µM | 0.02% of 300,000 active | AID 1875;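 active = lowest replicate activity score at least 50, where 100 means six control SD above control mean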;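 note: yeast exposed to compound for 9 h at 30 °C; higher score means more reporter readthrough which indicates perturbed polyadenylation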
TRPC4 potent = allosteric potentiators of mouse TRPC4 channel; Q9QUQ5; HEK293 TRPC4beta/mu-opioid, DAMGO EC20, Fluo-4 Ca2+ flux; hits give high values; B-score at 10 µM; 0.42% of 310,000 active;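 active = B-score of calcium response area above 5 SD of library B-scores, with initial fluorescence ratio within 5 SD of library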;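 note: B-score of integrated fluorescence ratio over time as area under calcium response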
Target sequence (Q9QUQ5 whole entry, looked up): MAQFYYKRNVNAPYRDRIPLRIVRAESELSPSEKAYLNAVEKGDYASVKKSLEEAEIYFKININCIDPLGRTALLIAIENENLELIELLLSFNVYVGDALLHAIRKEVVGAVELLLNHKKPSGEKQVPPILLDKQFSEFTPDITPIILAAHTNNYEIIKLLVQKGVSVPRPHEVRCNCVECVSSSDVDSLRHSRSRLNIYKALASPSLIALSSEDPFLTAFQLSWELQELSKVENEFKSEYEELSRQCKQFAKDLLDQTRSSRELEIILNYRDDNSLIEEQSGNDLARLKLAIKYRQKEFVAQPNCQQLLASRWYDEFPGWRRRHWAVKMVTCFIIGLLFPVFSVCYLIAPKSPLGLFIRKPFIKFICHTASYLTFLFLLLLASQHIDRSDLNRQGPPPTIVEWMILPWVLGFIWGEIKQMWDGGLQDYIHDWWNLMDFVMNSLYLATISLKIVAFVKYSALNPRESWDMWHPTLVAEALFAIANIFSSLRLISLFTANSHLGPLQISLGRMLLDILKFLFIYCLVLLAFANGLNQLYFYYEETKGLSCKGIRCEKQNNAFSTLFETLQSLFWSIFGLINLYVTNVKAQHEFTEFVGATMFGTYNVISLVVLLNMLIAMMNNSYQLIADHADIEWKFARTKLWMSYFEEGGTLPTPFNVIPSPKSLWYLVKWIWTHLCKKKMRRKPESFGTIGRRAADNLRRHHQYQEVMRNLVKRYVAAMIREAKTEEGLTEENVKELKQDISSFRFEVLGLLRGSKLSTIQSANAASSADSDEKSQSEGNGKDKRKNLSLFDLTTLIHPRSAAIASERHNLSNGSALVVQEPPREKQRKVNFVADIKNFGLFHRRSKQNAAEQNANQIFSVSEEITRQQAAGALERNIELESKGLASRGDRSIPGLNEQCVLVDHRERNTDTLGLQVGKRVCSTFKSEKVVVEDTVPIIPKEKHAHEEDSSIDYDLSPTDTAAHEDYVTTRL
TRPC4 act = activators of mouse TRPC4 channel; Q9QUQ5; HEK293 TRPC4beta/mu-opioid, Fluo4 calcium fluorescence; hits give high values; B-score at 10 µM; 0.49% of 310,000 active; AID 2237;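 active = B-score above 5 SD of library B-scores, and initial fluorescence ratio not above library mean plus 5 SD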;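 note: positive B-score marks a calcium rise read as TRPC4 activation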
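Material: TRPC4beta and mu-opioid receptor HEK293 stable cells | Incubation: 45 min room-temperature Fluo4 loading, 110 s read | Detection: Kinetic Fluo4 calcium fluorescence | Measure: Integrated baseline-normalised fluorescence ratio, converted to per-well B score | Benchmarks: Low control buffer alone, high control maximal DAMGO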
KCNQ1 pot = potentiates or activates the human KCNQ1 potassium channel. CHO-K1 KCNQ1, thallium flux FluxOR fluorescence; hits give high values. B-score at 10 µM. 0.35% of 310,000 active. AID 2648;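 active = fluorescence ratio B-score, a plate-corrected score, at least three library SD, with initial intensity B-score within 5 SD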
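assay system = KCNQ1-transfected CHO-K1 cells | medium = assay buffer with matched DMSO | probe or stimulus = depolarizing K+/Tl+ stimulus, K2SO4 and Tl2SO4 each 12.5 mM in 5x stock | dosing = single dose | incubation = dye 90 min, compound 20 min, room temperature | detection = kinetic FluxOR fluorescence, 10 s baseline plus 110 s post-stimulus | evaluation = ratio B score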
hERG rescue = hERG (human) protection from proarrhythmic block; Q12809; AID 1511; activation (rescue from dofetilide block), less the hit threshold, % at 10 µM; 0.51% of 310,000 active; CHO-hERG, FluxOR thallium flux, dofetilide IC70 present;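 active = activation above the mean of controls blocked by dofetilide plus 5 SD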;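 note: thallium influx through hERG after potassium depolarization seen as dye fluorescence rise; in these data hits start at about 4.7%; inactives centre near -7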
KCNK3 inh = human KCNK3 channel inhibition, primary screen | CHO-KCNK3 thallium flux, FluxOR fluorescence; hits give low values | O14649 | B-score at 10 µM | 0.84% of 340,000 active;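 active = B-score under library mean minus 4 SD, starting fluorescence ratio at most library mean plus 5 SD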;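 note: more negative B-score means stronger inhibition of thallium flux through KCNK3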
Dyrk1A ADPGlo = inhibitors of rat Dyrk1A kinase. Q63470. ADP-Glo luminescence, NFATc1 peptide. inhibition, % at 12.5 µM. 0.43% of 310,000 active; in the data active = inhibition above about 50%;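 note: plate controls were vehicle with enzyme for no effect and no enzyme for full effect; many of its hits are not listed in these tables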
TRPC4 inh = TRPC4 (mouse) channel inhibition | B-score at 10 µM | AID 2247 | Q9QUQ5 | 0.39% of 300,000 active | HEK293 TRPC4beta/mu-opioid, DAMGO-evoked Fluo4 calcium flux; hits give low values;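 active = B-score over 3 SD under the library average, no early fluorescence shift, positive overall ratio signal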
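material = TRPC4beta/mu-opioid receptor HEK293 cell line | probe or stimulus = sequential submaximal and maximal DAMGO stimulation | compound dosing = one concentration per compound | measured by = Fluo4 Ca2+ flux fluorescence | evaluation = integrated fluorescence ratio relative to baseline, converted to per-well B score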
* hit, by the source's call. Not all compounds are listed; count on the stated rates, not on these rows.

`CCN(CC)C(=O)CSc1nc2ccccc2c(=O)n1CCC(=O)NCCc1ccc(OC)c(OC)c1` gave KCNQ1 inh inactive, KCNK9 inh inactive, Platelet DG rel 2, PolyA inhibitor inactive, TRPC4 potent inactive, TRPC4 act inactive, KCNQ1 pot inactive, hERG rescue -10, KCNK3 inh inactive and TRPC4 inh inactive.
CC(=O)Nc1cccc(NC(=O)CSc2ncc(-c3ccc(Cl)cc3)n2Cc2ccco2)c1 was read as KCNQ1 inh 7*, KCNK9 inh inactive, Platelet DG rel -1, PolyA inhibitor inactive, TRPC4 potent inactive, TRPC4 act inactive, KCNQ1 pot inactive, hERG rescue -27, KCNK3 inh -11*, Dyrk1A ADPGlo 1 and TRPC4 inh inactive.
`O=C(NC(Cc1ccccc1)C(=O)O)/C(=C\c1ccc(F)cc1)NC(=O)c1ccco1` (centres undefined) gave KCNQ1 inh inactive, KCNK9 inh inactive, Platelet DG rel 15, PolyA inhibitor inactive, TRPC4 potent inactive, TRPC4 act inactive, KCNQ1 pot inactive, hERG rescue -8, KCNK3 inh inactive, Dyrk1A ADPGlo -5 and TRPC4 inh inactive.
Cc1cccc(NC(=O)CNC(=O)c2cccs2)n1 was read as KCNQ1 inh inactive, KCNK9 inh inactive, Platelet DG rel 13, PolyA inhibitor inactive, TRPC4 potent inactive, TRPC4 act inactive, KCNQ1 pot inactive, hERG rescue -14, KCNK3 inh inactive, Dyrk1A ADPGlo 6 and TRPC4 inh inactive.
Screening CCN(CC(=O)Nc1ccc(NC(C)=O)cc1)C(=O)/C=C/c1ccc(S(=O)(=O)N2CCCCCC2)cc1 returned KCNQ1 inh inactive, KCNK9 inh inactive, Platelet DG rel -18, PolyA inhibitor inactive, TRPC4 potent inactive, TRPC4 act inactive, KCNQ1 pot inactive, hERG rescue -3, KCNK3 inh inactive, Dyrk1A ADPGlo -2 and TRPC4 inh inactive.
COc1ccc(/C=C2\SC(=O)N(CCC(=O)Nc3ccccc3)C2=O)cc1OC was read as KCNQ1 inh inactive, KCNK9 inh inactive, Platelet DG rel -85, PolyA inhibitor inactive, TRPC4 potent inactive, TRPC4 act inactive, KCNQ1 pot inactive, hERG rescue -6, KCNK3 inh inactive, Dyrk1A ADPGlo 1 and TRPC4 inh inactive.
CCN(Cc1ccccc1)c1c(C(=O)O)cnc2c1cnn2C was read as KCNQ1 inh inactive, KCNK9 inh inactive, Platelet DG rel 7, PolyA inhibitor inactive, TRPC4 potent inactive, TRPC4 act inactive, KCNQ1 pot inactive, hERG rescue -11, KCNK3 inh inactive, Dyrk1A ADPGlo 3 and TRPC4 inh inactive.
Screening Nc1nnc(-c2ccccc2Cl)s1 returned KCNQ1 inh inactive, KCNK9 inh inactive, Platelet DG rel -2, PolyA inhibitor inactive, TRPC4 potent inactive, TRPC4 act inactive, KCNQ1 pot inactive, hERG rescue -4, KCNK3 inh inactive, Dyrk1A ADPGlo 6 and TRPC4 inh inactive.
Screening COc1ccc(OCCC(=O)OCC(=O)NC(=O)NC(C)(C)C)cc1 returned KCNQ1 inh inactive, KCNK9 inh inactive, Platelet DG rel -1, PolyA inhibitor inactive, TRPC4 potent inactive, TRPC4 act inactive, KCNQ1 pot inactive, hERG rescue -7, KCNK3 inh inactive, Dyrk1A ADPGlo 7 and TRPC4 inh inactive.
O=C(CSc1ncnc2scc(-c3ccc(Cl)cc3)c12)NCc1ccc2c(c1)OCO2 was read as KCNQ1 inh inactive, KCNK9 inh inactive, Platelet DG rel 9, PolyA inhibitor inactive, TRPC4 potent inactive, TRPC4 act inactive, KCNQ1 pot inactive, hERG rescue -6, KCNK3 inh -9.9*, Dyrk1A ADPGlo -6 and TRPC4 inh inactive.
`CN(C)c1cccc2c1c(NC(=O)Nc1ccc(Cl)cc1Cl)nn2C` gave KCNQ1 inh inactive, KCNK9 inh inactive, Platelet DG rel 14, PolyA inhibitor inactive, TRPC4 potent inactive, TRPC4 act inactive, KCNQ1 pot inactive, hERG rescue -2, KCNK3 inh inactive, Dyrk1A ADPGlo 5 and TRPC4 inh inactive.
Screening CN1CCN(/C=N/c2c(C#N)cnn2C)CC1 returned KCNQ1 inh inactive, KCNK9 inh inactive, Platelet DG rel -5, PolyA inhibitor inactive, TRPC4 potent inactive, TRPC4 act inactive, KCNQ1 pot inactive, hERG rescue -1, KCNK3 inh inactive, Dyrk1A ADPGlo 10 and TRPC4 inh inactive.
For O=C(CC1C(=O)NCCN1Cc1ccc(F)cc1Cl)NCc1ccon1 (centres undefined) the results were KCNQ1 inh inactive, KCNK9 inh inactive, Platelet DG rel 6, PolyA inhibitor inactive, TRPC4 potent inactive, TRPC4 act inactive, KCNQ1 pot inactive, hERG rescue -12, KCNK3 inh inactive, Dyrk1A ADPGlo -2 and TRPC4 inh inactive.
Screening CCOC(=O)N1CCN(C(=O)c2cc3c(=O)[nH]c4ccccc4c3s2)CC1 returned KCNQ1 inh inactive, KCNK9 inh inactive, Platelet DG rel 2, PolyA inhibitor inactive, TRPC4 potent inactive, TRPC4 act inactive, KCNQ1 pot inactive, hERG rescue 2, KCNK3 inh inactive, Dyrk1A ADPGlo 4 and TRPC4 inh inactive.
`COc1ccc(-n2cnnc2SCC(=O)Nc2ccccc2F)cc1` gave KCNQ1 inh inactive, KCNK9 inh inactive, Platelet DG rel -4, PolyA inhibitor inactive, TRPC4 potent inactive, TRPC4 act inactive, KCNQ1 pot inactive, hERG rescue -2, KCNK3 inh inactive, Dyrk1A ADPGlo -3 and TRPC4 inh inactive.
CC(C)N(Cc1ccccc1)C(=S)NCc1ccccc1 was read as KCNQ1 inh inactive, KCNK9 inh inactive, Platelet DG rel -6, PolyA inhibitor inactive, TRPC4 potent inactive, TRPC4 act inactive, KCNQ1 pot inactive, hERG rescue -9, KCNK3 inh inactive, Dyrk1A ADPGlo 0 and TRPC4 inh inactive.
O=C(CSc1ncccn1)N/N=C/c1ccccc1[N+](=O)[O-] was read as KCNQ1 inh inactive, KCNK9 inh inactive, Platelet DG rel 1, PolyA inhibitor inactive, TRPC4 potent inactive, TRPC4 act inactive, KCNQ1 pot inactive, hERG rescue -13, KCNK3 inh inactive, Dyrk1A ADPGlo 3 and TRPC4 inh inactive.
COc1ccccc1-c1cn(S(=O)(=O)c2ccc(C)cc2)nc1N was read as KCNQ1 inh inactive, KCNK9 inh inactive, Platelet DG rel -2, PolyA inhibitor inactive, TRPC4 potent inactive, TRPC4 act inactive, KCNQ1 pot inactive, hERG rescue -9, KCNK3 inh inactive, Dyrk1A ADPGlo -1 and TRPC4 inh inactive.
CCC(=O)Nc1nonc1-c1nc2ccccc2n1Cc1ccccc1 was read as KCNQ1 inh inactive, KCNK9 inh inactive, Platelet DG rel 6, PolyA inhibitor inactive, TRPC4 potent inactive, TRPC4 act inactive, KCNQ1 pot inactive, hERG rescue -7, KCNK3 inh inactive, Dyrk1A ADPGlo 1 and TRPC4 inh inactive.
`CCOC(=O)N1CCC(N2C(=O)c3ccccc3C2Nc2ccccc2)CC1` (centres undefined) gave KCNQ1 inh inactive, KCNK9 inh inactive, Platelet DG rel 0, PolyA inhibitor inactive, TRPC4 potent inactive, TRPC4 act inactive, KCNQ1 pot inactive, hERG rescue -12, KCNK3 inh inactive, Dyrk1A ADPGlo -1 and TRPC4 inh inactive.
CN(Cc1cccnc1)C(=O)Cc1ccc(NS(=O)(=O)c2cccc(C(F)(F)F)c2)cc1 was read as KCNQ1 inh inactive, KCNK9 inh inactive, Platelet DG rel -29, PolyA inhibitor inactive, TRPC4 potent inactive, TRPC4 act inactive, KCNQ1 pot inactive, hERG rescue -8, KCNK3 inh inactive, Dyrk1A ADPGlo -3 and TRPC4 inh inactive.
Screening Cc1cccc(N2CCN(C(c3ccncc3)c3nnnn3C(C)(C)C)CC2)c1C (centres undefined) returned KCNQ1 inh inactive, KCNK9 inh inactive, Platelet DG rel -4, PolyA inhibitor inactive, TRPC4 potent inactive, TRPC4 act inactive, KCNQ1 pot inactive, hERG rescue -9, KCNK3 inh inactive and TRPC4 inh inactive.
Screening O=C(CCC1N=C2c3ccccc3N=C(SCc3ccccc3Cl)N2C1=O)NCc1ccco1 (centres undefined) returned KCNQ1 inh inactive, KCNK9 inh inactive, Platelet DG rel -1, PolyA inhibitor inactive, TRPC4 potent inactive, TRPC4 act inactive, KCNQ1 pot inactive, hERG rescue -13, KCNK3 inh inactive, Dyrk1A ADPGlo 1 and TRPC4 inh inactive.
Screening Cn1c(=O)oc2cc(NC(=O)CCl)ccc21 returned KCNQ1 inh inactive, KCNK9 inh inactive, Platelet DG rel -2, PolyA inhibitor inactive, TRPC4 potent inactive, TRPC4 act inactive, KCNQ1 pot inactive, hERG rescue -14, KCNK3 inh inactive, Dyrk1A ADPGlo -1 and TRPC4 inh inactive.
Fc1ccccc1OCCSc1nnnn1-c1ccccc1 was read as KCNQ1 inh inactive, KCNK9 inh inactive, Platelet DG rel 8, PolyA inhibitor inactive, TRPC4 potent inactive, TRPC4 act inactive, KCNQ1 pot inactive, hERG rescue -9, KCNK3 inh inactive, Dyrk1A ADPGlo 6 and TRPC4 inh inactive.
O=C(CCc1nc2ccccc2c(=O)[nH]1)OCc1cccc(C(F)(F)F)c1 was read as KCNQ1 inh inactive, KCNK9 inh inactive, Platelet DG rel -11, PolyA inhibitor inactive, TRPC4 potent inactive, TRPC4 act inactive, KCNQ1 pot inactive, hERG rescue 0, KCNK3 inh inactive, Dyrk1A ADPGlo 2 and TRPC4 inh inactive.
CC1CC(C)CN(C(=O)C(C)N(C)CC(=O)Nc2ccc(Cl)cc2)C1 (centres undefined) was read as KCNQ1 inh inactive, KCNK9 inh inactive, Platelet DG rel -2, PolyA inhibitor inactive, TRPC4 potent inactive, TRPC4 act inactive, KCNQ1 pot inactive, hERG rescue -19, KCNK3 inh inactive, Dyrk1A ADPGlo 2 and TRPC4 inh inactive.
Cc1ccc(C2=N/C(=C\N(C)C)C(=O)O2)cc1 was read as KCNQ1 inh inactive, KCNK9 inh inactive, Platelet DG rel -1, PolyA inhibitor inactive, TRPC4 potent inactive, TRPC4 act inactive, KCNQ1 pot inactive, hERG rescue -14, KCNK3 inh inactive, Dyrk1A ADPGlo -3 and TRPC4 inh inactive.
